High-throughput results: PubChem, Broad Institute
PGC1a acetyl inh = PGC1a acetylation modulation, inhibitor mode | U2OS PGC1a acetylation, AlphaScreen anti-acetyl-lysine; with virally co-expressed GCN5 acetyltransferase | inhibition, % at 15.6 µM | 350,000 tested, 0.17% active;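 active = every replicate shows inhibition of at least 40%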;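 also: 0% = neutral control wells and 100% = positive control wells; some results beyond the cut were filed as inactive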
An asterisk follows results filed as active. A portion of the library (hit frequency here may not be typical).

PGC1a acetyl inh | compound
-15 | COc1cc(NC(=O)Nc2ccccc2OC)c(OC)cc1NC(=O)CN1CCCCC1
-3 | O=C(NCCN1CCCCC1)c1ccc2c(c1)OCCO2
7 | Cc1cc2nc(SCCOC(=O)Nc3ccc(Cl)cc3)nc(C)c2cc1C
-9 | O=C(N/N=C/c1cccc(C(F)(F)F)c1)c1cc2c(s1)-c1ccccc1CC2
12 | O=C(CSCc1ccc(F)cc1)NCc1ccco1
13 | CCNC(=S)NS(=O)(=O)c1ccccc1
3 | C=CCNC(=O)NS(=O)(=O)c1ccc(C)cc1
-12 | CC1CCN(CCCCOc2ccccc2[N+](=O)[O-])CC1
-9 | Cc1ccc(NC(=O)Cn2c(O)c(N=NC(=O)c3ccncc3)c3ccccc32)cc1
13 | Cc1ccc(NC(=O)O/N=C2\CCCCC2c2ccc([N+](=O)[O-])cc2[N+](=O)[O-])cc1 (configuration not stated)
1 | O=C(O)CSCC(=O)Nc1ccc(S(=O)(=O)N2CCCCC2)cc1
6 | CCOC(=O)C[n+]1c(C)sc2ccc(OC)cc21
-8 | COC(=O)c1ccc(CSc2nnc(NC(=O)c3cc4c(s3)CCCC4)s2)cc1
-4 | O=C(CSCC(=O)NC1CC1)Nc1ccc2ccccc2c1
-11 | O=C(O)C1CCC(=O)N1C1CCCC1 (configuration not stated)

Continued:
PGC1a acetyl inh | compound
-11 | CC(C)C(C)NC(=O)CSc1nc2scc(-c3ccco3)c2c(=O)n1-c1ccccc1 (configuration not stated)
9 | Cc1cccc(C(=O)NNC2=C(C(=O)C(F)(F)F)CCC2)c1O
3 | O=C(O/N=C\c1ccc(N2CCCCC2)c([N+](=O)[O-])c1)c1cccc(C(F)(F)F)c1
-3 | O=C(Nc1ccc(-n2ccnc2P(=O)(O)c2ccccc2)cc1)c1ccccc1Br
-13 | O=C(COC(=O)c1ccccn1)Nc1cccc(Cl)c1
-25 | Cc1cnc(NC(=O)CCCc2nc3ccccc3s2)s1
-1 | Cc1nc2ccccc2c2nc(NC(=O)Cc3ccccc3)nn12
1 | COc1ccccc1NC(=O)c1ccc(C)s1
2 | CCOC(=O)C1=C(O)/C(=C/c2cc(OC)c(OC)c(OC)c2)SC1=Nc1ccc(OC)cc1
-3 | N#Cc1nc(-c2ccco2)oc1NCCCn1ccnc1
2 | N#CC(c1ccc(F)cc1)c1ccc(C(=O)c2ccc(F)cc2)cc1 (configuration not stated)
2 | CN1CCN(C(=O)CCc2nc3ccccc3c(=O)[nH]2)CC1
8 | c1ccc(Nc2nc(N3CCOCC3)nc(N3CCOCC3)n2)cc1
-8 | Nc1nc2ccc(N3CCOCC3)cc2s1
-3 | COC(=O)C1=CN(C2CC2)C=C(C(=O)OC)C1c1ccccc1OC

(further entries)
PGC1a acetyl inh | compound
0 | N#C/C(=C/c1ccc(N2CCOCC2)o1)c1ccc(Br)cc1
-18 | CC(C)(C)C(=O)O/N=C1/C(=O)N(c2ccccc2)c2ccccc21
15 | Cc1ccc(Nc2nc(N)nc(-c3oc4ccccc4c3C)n2)cc1
1 | Cc1ccc(-c2nnc(SCC(=O)N3CCOCC3)nc2-c2ccc(C)cc2)cc1
2 | CC1=C(C(=O)Nc2ccccc2)C(c2ccccc2)N2C(=O)CSC2=N1 (configuration not stated)
-13 | CCOC(=O)C1CCCN(C(=O)Cn2cccc2C(=O)c2ccccc2)C1 (configuration not stated)
-9 | CCOC(=O)c1sc2ncn(CC(=O)NCC3CCCO3)c(=O)c2c1C (configuration not stated)
-9 | COCc1cc(=O)[nH]c(Nc2nc3ccc(C)cc3o2)n1
-9 | Cc1cc(S(=O)(=O)NC2CCCCC2)ccc1OCC(=O)NCc1ccccn1
8 | CCC(=O)NNc1cc(=O)c2c(=O)n(C)c(=O)n(C)c2[nH]1
-7 | Nn1cnnc1SCC(=O)Nc1ccc2c(c1)OCO2
-4 | c1ccc2c(c1)OC1OC2Oc2ccccc21
7 | CCn1c(CC(=O)Nc2ccc(Cl)c(Cl)c2)nnc1SCc1ccc(Cl)cc1
40 | CC(=O)Nc1ccc(S(=O)(=O)Nc2cc(C)ccn2)cc1
9 | CC(C)[C@H](NS(=O)(=O)c1ccccc1)C(=O)OCC(=O)NC(=O)c1cccn1C

3 entries from above, arranged by SMILES length, ascending:
PGC1a acetyl inh | compound
3 | C=CCNC(=O)NS(=O)(=O)c1ccc(C)cc1
-13 | O=C(COC(=O)c1ccccn1)Nc1cccc(Cl)c1
-1 | Cc1nc2ccccc2c2nc(NC(=O)Cc3ccccc3)nn12

Carrying on:
PGC1a acetyl inh | compound
0 | Nc1ccc(-n2ccnc2)cc1
10 | CC(=O)C1=C(O)C(=O)N(C2CCCCC2)C1c1ccccc1 (configuration not stated)
-13 | CCOC(=O)c1oc2cc(O)ccc2c(=O)c1-c1ccc(OC)cc1
-13 | COc1ccc(N2CCN(CC(=O)Nc3nc4c(s3)CC(C)CC4)CC2)cc1 (configuration not stated)
-3 | CC(C)(C)n1nnnc1C(c1ccc2ncccc2c1)N1CCSCC1 (configuration not stated)
2 | Cc1ccc(-c2nn(-c3ccccc3)cc2/C=N/NC(=O)c2ccc3c(c2)OCO3)cc1
6 | O=C1CN(C(=O)c2ccc(Br)o2)C(c2ccc(F)cc2)c2cc(F)ccc2N1 (configuration not stated)
14 | COCCn1c(SCC(=O)Nc2ccc(S(N)(=O)=O)cc2)nc2ccccc21
-6 | CCOC(=O)c1c(NC(=O)Cn2nnc(-c3ccc(Cl)cc3)n2)sc(CC)c1C
-5 | Cc1ccc(C2=NN(C)c3nc4ccccc4n3C2)cc1
6 | Cc1nc(NC(=O)CSc2nnc3ccccn23)c(Cl)cc1Cl
-4 | NC(=S)n1[nH]c(-c2ccc([N+](=O)[O-])cc2)c(N=Nc2ccc(Cl)cc2)c1=O
6 | O=C(CSc1nnc(-c2ccco2)n1CC1CCCO1)N1CCCCC1 (configuration not stated)
1 | Cc1ccsc1C(=O)OCC(=O)NCC1CCCO1 (configuration not stated)
-1 | O=C(NCCCn1ccnc1)c1cc2c(s1)CCCCC2

Gathered by group: those above with a furan ring, fused or not.
PGC1a acetyl inh | compound
12 | O=C(CSCc1ccc(F)cc1)NCc1ccco1
-11 | CC(C)C(C)NC(=O)CSc1nc2scc(-c3ccco3)c2c(=O)n1-c1ccccc1 (configuration not stated)
-3 | N#Cc1nc(-c2ccco2)oc1NCCCn1ccnc1
0 | N#C/C(=C/c1ccc(N2CCOCC2)o1)c1ccc(Br)cc1
15 | Cc1ccc(Nc2nc(N)nc(-c3oc4ccccc4c3C)n2)cc1
6 | O=C1CN(C(=O)c2ccc(Br)o2)C(c2ccc(F)cc2)c2cc(F)ccc2N1 (configuration not stated)
6 | O=C(CSc1nnc(-c2ccco2)n1CC1CCCO1)N1CCCCC1 (configuration not stated)

Continuation:
PGC1a acetyl inh | compound
-3 | COc1ccc(NC(=O)c2ccc3nccnc3c2)cc1
2 | Cc1nc(S(=O)(=O)c2ccc(Cl)cc2)nc2c1CCC2
-15 | CCCC(=O)n1nc(-c2ccco2)nc1N
-2 | CC(C)C(C(=O)O)N1C(=O)/C(=C/C=C/c2ccco2)SC1=S (configuration not stated)
-11 | Nc1c(C(=O)NCc2ccc3c(c2)OCO3)c2nc3ccccc3nc2n1CCCN1CCOCC1
-11 | O=C(CSc1ncn[nH]1)NC12CC3CC(CC(C3)C1)C2
13 | COc1ccc2c(Cl)c(C(N)=O)sc2c1
-4 | O=C(CN1c2ccccc2Sc2ccccc21)NNC(=S)Nc1ccc(Cl)cc1Cl
0 | O=C(/C=C/Nc1ccccc1Br)c1ccccn1
5 | CC(C)COc1ccc(C(=O)Nc2scc(-c3ccc(Cl)cc3Cl)c2C(N)=O)cc1
3 | CCCc1nc2n[nH]c(N)c2c2c1COC(C)(C)C2
1 | COc1cccc(C2C(C(=O)c3cc4ccccc4o3)=C(O)C(=O)N2c2cc(C)on2)c1OC (configuration not stated)
-9 | N#Cc1c2n(c3c(=S)nc[nH]c13)CCCCC2
-25 | CCOC(=O)c1c(C(C)(C)C)oc2ccc(O)cc12
17 | CC(=O)NCC(=O)OCC(=O)Nc1ccc(C(C)=O)cc1

Further records.
PGC1a acetyl inh | compound
13 | [O-]/[N+](=C\c1ccncc1)c1ccccc1
-11 | CCCCC(=O)Nc1cccc(-c2cn3ccsc3n2)c1
-7 | Cc1cc(/C=C(/C#N)c2nc3ccccc3[nH]2)c(C)n1-c1cccc([N+](=O)[O-])c1
9 | CSc1nc(C)cc(NC(N)=O)n1
10 | COc1ccccc1C(=O)Nc1nc2nc(-c3ccccc3)cc(=O)n2[nH]1
-3 | CCOC(=O)c1ccc(N2C(=O)C(C)=C(C)C2=O)cc1
5 | CCOc1cc2c(C#N)c(N3CCOCC3)nc(N)c2c(N)n1
-5 | Cc1cc2ccccc2nc1SCC(=O)N1c2ccccc2CC1C (configuration not stated)
5 | COC(=O)C(C#N)C(=C1C(=O)CC(C)(C)CC1=O)c1ccc(O)cc1 (configuration not stated)
11 | OC(C#Cc1ccccn1)c1cccs1 (configuration not stated)
-2 | O=C(c1ccco1)N(Cc1cc2ccccc2[nH]c1=O)C1CCCCC1
10 | COc1ccc(OC)c(C2C3=C(N=C4SCC(=O)N42)c2ccccc2CC3)c1 (configuration not stated)
-18 | CCOC(=O)c1c(C)[nH]c(C)c1C(=O)CSc1nnc(-c2ccc(OC(F)F)cc2)o1
6 | COCCn1c(SCC(=O)c2ccc(Cl)cc2)nnc1C(C)C
-3 | O=c1c(Cl)nc2cc(Cl)ccc2n1CCNc1ncc(C(F)(F)F)cc1Cl

An excerpt of these results, as comma-separated lines:
SMILES,PGC1a acetyl inh
Cc1cc(/C=C(/C#N)c2nc3ccccc3[nH]2)c(C)n1-c1cccc([N+](=O)[O-])c1,-7
CCOC(=O)c1c(C)[nH]c(C)c1C(=O)CSc1nnc(-c2ccc(OC(F)F)cc2)o1,-18
CCOc1cc2c(C#N)c(N3CCOCC3)nc(N)c2c(N)n1,5
COc1ccccc1C(=O)Nc1nc2nc(-c3ccccc3)cc(=O)n2[nH]1,10
COCCn1c(SCC(=O)c2ccc(Cl)cc2)nnc1C(C)C,6
O=C(c1ccco1)N(Cc1cc2ccccc2[nH]c1=O)C1CCCCC1,-2

Continued:
PGC1a acetyl inh | compound
3 | O=C(OCCn1cncn1)c1cc2ccccc2oc1=O
1 | Cc1ccc(-c2nnc(SCC(=O)NCC3CCCO3)n2C)cc1 (configuration not stated)
-7 | COc1ccc(S(=O)(=O)Nc2ccc(C)cc2)cc1N(C)S(=O)(=O)c1ccc(Cl)cc1
1 | Cc1ccc(NC(=O)COc2ccc(Br)cc2CO)cc1
-1 | CCOc1ccc(Nc2cc(=O)n(C)c(=O)n2C)cc1
14 | COc1cc(N/C=C(\C(C)=O)c2ccccc2)cc(OC)c1
-6 | O=C(NCc1ccco1)C1(S(=O)(=O)c2ccc(Cl)cc2)CC1
-24 | CCOC(=O)C1Sc2[nH]c(=O)sc2C(c2ccc(Cl)cc2)C1C(=O)OCC (configuration not stated)
30 | Cn1c(Oc2ccc(Cl)cc2)c(C=O)c2ccccc21
-6 | Cc1sc2ncnc(NCc3ccco3)c2c1C
4 | Cc1cc(C(F)(F)F)nn1CC(=O)NCc1ccccc1
3 | COC(=O)Cc1cc(=O)[nH]c(/N=C(\N)Nc2ccccc2)n1
0 | COc1ccccc1Oc1cc(F)nc(N)n1
9 | Cc1nnc(Nc2ccc3c(c2)ncn3C)c2ccccc12
7 | CCC(=O)NCCc1nc2ccccc2n1Cc1ccccc1

Next section.
PGC1a acetyl inh | compound
-8 | c1ccc(CC2CCN(c3nc4ccccc4n4cnnc34)CC2)cc1
-2 | O=C(N1CCOCC1)N1CCN(c2ccccc2)CC1
-17 | COc1ccc(OC)c(NC(=O)CN(c2ccc(C)cc2)S(=O)(=O)c2c(C)noc2C)c1
-1 | O=C(N/C=C/c1ccccc1)Nc1ccc(Cl)cc1
19 | COc1ccc(CCN(C(=O)c2ccc(F)cc2)C2=CC3CCC(C2)N3C)cc1OC (configuration not stated)
13 | O=C(NCCc1ccc(Cl)cc1)C1CCN(C(=O)c2sccc2-n2cccc2)CC1
11 | CC(C)[C@H](NC(=O)Nc1ccccc1F)C(=O)O
3 | CN1CCN(C(=O)c2c(O)c3cccc4c3n(c2=O)CC4)CC1
2 | O=C(CSc1nc(-c2ccco2)cc(C(F)(F)F)n1)N1CCN(c2cccc(Cl)c2)CC1
-22 | O=C(Nc1nc2c(s1)CCCC2)c1cc2n(n1)C(C(F)(F)F)CC(C1CC1)N2 (configuration not stated)
1 | Cc1cc2c(c(N3CCOCC3)n1)C(=O)OC2
3 | CCOc1cc(CNCCCN2CCOCC2)ccc1OCC(=O)Nc1cccc2ccccc12
-3 | COc1cc(NC(=O)C2COc3ccccc3O2)c(OC)cc1Cl (configuration not stated)
5 | C=CCn1c(-c2ccc(OC)cc2)nc2ccccc21
-7 | Cc1nn(-c2ccccn2)c2c1C(c1ccsc1)C1=C(CCCC1=O)N2 (configuration not stated)

The results go on.
PGC1a acetyl inh | compound
5 | CCOC(=O)c1c(C)[nH]c(C(=O)COC(=O)CSC)c1C
5 | O=C(NNC(=S)NCc1ccco1)c1ccc(Cl)s1
-3 | Cc1cccc(/C=C2\CCC(=C3SCCCS3)C2=O)c1
5 | CCOC(=O)C1(C)/C(=N/Nc2cccc(Cl)c2)C(=O)C(=O)N1c1ccccc1 (configuration not stated)
6 | Cc1nnc(NC(=O)NCN2C(=O)C3C4C=CC(C4)C3C2=O)s1 (configuration not stated)
-2 | CC1CN(c2nc(-c3ccccc3)nnc2-c2ccccc2)CC(C)O1 (configuration not stated)
-28 | COc1ccc(O)c(/C=N/Nc2nc(Nc3ccccc3)nc(-n3nc(C)cc3C)n2)c1
-23 | O=c1c2ccccc2nc(SCc2ccc([N+](=O)[O-])cc2)n1-c1ccccc1
5 | CN(c1ccc(C(=O)NCCSC(C)(C)C)cc1)S(C)(=O)=O
16 | Cc1ccc(NC(=O)C(=Cc2ccc(C(=O)O)cc2)C(=O)Nc2ccc(C)cc2C)c(C)c1
11 | CCOC(=O)CSc1ncnc2c1cnn2-c1ccccc1
6 | COc1cc(C)ccc1OCCOc1c(C)cccc1Cl
